# Pin1 inh: blocks the human prolyl isomerase Pin1 | 0.009% of 390,000 active | Q13526 | Pin1 FP peptide displacement, HiFluor488, 10 min | Potency, µM (doses to about 115 µM), for the others: at the top dose activity, negative = inhibition, actives largely listed as inhibitors; active means well fitted inhibition curve with a large enough effect in the polarisation, with a control signal flat, not every such curve was filed as active; inconclusive means small, poorly fitted or top-dose-only effect, or effect the other way, or a change in a side signal; inactive means no such curve, though single readings can be large or run the other way; the % refers to the polarisation; further: potency means the concentration at half of the fitted maximal effect; on the % scale 0 is the no-effect control and ±100 the full control effect
# Target sequence (Q13526 whole entry, looked up): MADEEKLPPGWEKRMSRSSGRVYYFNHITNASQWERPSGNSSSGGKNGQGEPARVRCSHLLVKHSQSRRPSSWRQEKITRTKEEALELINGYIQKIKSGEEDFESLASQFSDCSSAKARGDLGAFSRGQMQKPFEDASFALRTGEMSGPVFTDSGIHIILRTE
# G9a block: G9a (human) methyltransferase inhibition. Q96KQ7. G9a H3K9 monomethylation, AlphaScreen, 2 h. Potency, µM (highest dose often 102 µM), for the others: at the highest dose activity, negative = inhibition, actives largely listed as inhibitors. 8.8% of 350,000 active. AID 504332; further: potency means the concentration at half of the fitted maximal effect; on the % scale 0 is the no-effect control and ±100 the full control effect; nearly all actives have a fitted effect of over 75% in size
# Target sequence (Q96KQ7 913-1193 limits assumed): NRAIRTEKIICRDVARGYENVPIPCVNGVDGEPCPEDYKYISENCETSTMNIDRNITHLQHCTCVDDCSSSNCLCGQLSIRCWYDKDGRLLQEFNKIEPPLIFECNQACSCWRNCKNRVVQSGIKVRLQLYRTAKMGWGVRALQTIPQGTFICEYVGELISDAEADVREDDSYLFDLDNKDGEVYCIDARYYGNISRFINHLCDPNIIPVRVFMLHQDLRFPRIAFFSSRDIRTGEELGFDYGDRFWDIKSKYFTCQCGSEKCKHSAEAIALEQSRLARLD
#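 AlphaScreen read-out: biotin-H3K9 peptide (500 nM) methylation by 20 nM enzyme with 20 uM SAM, 2 h at room temperature after 15 min compound preincubation; anti-monomethyl H3K9 antibody plus donor/acceptor beads, 10 min dark.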
# HP1b chromo inh: inhibitors of HP1-beta chromodomain binding to methylated histone tails | Potency, µM (series often up to 114 µM), for the others: at the highest dose activity change, negative = inhibition, usual class: inhibitors | P83916 | AlphaScreen HP1-beta / biotin-H3K9me3 peptide binding | AID 540317 | 0.56% of 390,000 active; further: potency means the concentration at half of the fitted maximal effect; nearly all actives have a fitted effect of over 70% in size; inactives centre near 23
#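 Compound inhibition of the preformed complex between 50 nM HP1-beta and 50 nM biotinylated H3K9me3 peptide was read by AlphaScreen. Buffer was PBS pH 7.4 with 0.01% Tween-20. Incubations ran 30 min at room temperature, with 10 ug/mL donor/acceptor beads.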
# GLS inh: blocks human kidney-isoform glutaminase activity | 0.21% of 410,000 active | Potency, µM (top dose mostly 45.5 µM), for the others: at the top dose activity change, negative = inhibition, usual class: inhibitors | AID 624170 | GLS enzymatic activity, qHTS titration | O94925; further: potency means the concentration at half of the fitted maximal effect; on the % scale 0 is the no-effect control and ±100 the full control effect
#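 Glutamate formation by hKGA was monitored fluorometrically using coupled glutamate oxidase, HRP and Amplex Red. Substrate was added as 1 mM L-glutamine solution; incubation was 30 min at RT after an initial read.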
# JMJD2A Tudor inh: blocks the human JMJD2A Tudor domain. AID 504339. AlphaScreen JMJD2A-Tudor / H3K4me3 peptide binding. 4.4% of 390,000 active. Potency, µM (doses to about 114 µM), for the others: at the highest dose activity change, negative = inhibition, actives largely listed as inhibitors; further: potency means the concentration at half of the fitted maximal effect; on the % scale 0 is the no-effect control and ±100 the full control effect; nearly all actives have a fitted effect of over 50% in size
# BAZ2B block: inhibitors of human BAZ2B bromodomain. AlphaScreen BAZ2B-H3K14Ac peptide displacement. Potency, µM (titrated, usually from 114 µM), for the others: top-dose activity change, negative = inhibition, usual class: inhibitors. 4.4% of 360,000 active; further: potency means the concentration at half of the fitted maximal effect; on the % scale 0 is the no-effect control and ±100 the full control effect; nearly all actives have a fitted effect of over 60% in size
#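 Inhibition is scored as reduced AlphaScreen emission. The BAZ2B/b-H3(5-23)K14Ac complex (50 nM each) in PBS pH 7.4, 0.01% Tween-20 meets compound (up to 110 uM) for 30 min at RT before bead addition.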
# PGK inhibitor: T. brucei PGK inhibition; PGK/GAPDH coupled, Kinase-Glo luminescence, 60 min; Potency, µM (series often up to 57.5 µM), inactives show top-dose activity change, negative = inhibition, actives largely listed as inhibitors; 0.043% of 380,000 active; AID 602233; further: potency means the concentration at half of the fitted maximal effect; on the % scale 0 is the no-effect control and ±100 the full control effect; nearly all actives have a fitted effect of over 60% in size
# Target sequence (P07378 whole entry, looked up): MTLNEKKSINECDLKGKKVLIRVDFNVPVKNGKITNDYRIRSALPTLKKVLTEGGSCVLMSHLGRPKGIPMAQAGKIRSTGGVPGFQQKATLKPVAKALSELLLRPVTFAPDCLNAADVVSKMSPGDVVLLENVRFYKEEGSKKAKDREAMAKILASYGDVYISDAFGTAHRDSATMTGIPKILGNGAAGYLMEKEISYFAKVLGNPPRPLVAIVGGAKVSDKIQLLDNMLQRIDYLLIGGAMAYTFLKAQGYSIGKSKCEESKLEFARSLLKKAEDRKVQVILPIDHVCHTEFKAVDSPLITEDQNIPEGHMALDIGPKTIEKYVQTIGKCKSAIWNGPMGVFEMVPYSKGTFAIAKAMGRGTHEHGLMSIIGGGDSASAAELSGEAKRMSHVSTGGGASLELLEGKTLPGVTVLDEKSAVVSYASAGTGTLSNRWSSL
#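 Recombinant glycosomal PGK reaction used 1,3-bisphosphoglycerate generated in-well by GAPDH (100nM final) in 100mM TEA pH 7.6, 5mM MgCl2, 0.01% Tween-20. After 60 minutes at room temperature, ATP was read by Kinase-Glo Plus luminescence end-point.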
# PI4K2A block: blocks human PI4K2A kinase activity; activity change, negative = inhibition, % at 76.9 µM; purified PI4K2A, ADP-Glo luminescence, 1 h; stronger effect = lower value; AID 1346378; Q9BTU6; 0.13% of 420,000 active; in the data active means activity change below about -50%; inconclusive means mostly about -30% to -49%;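 further: -100% = wells without enzyme as full effect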
#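 ADP-Glo luminescence measured ADP generated by PI4K2A enzyme (4 ug/mL before mixing) with 1.2 mM PI substrate (pre-mix) and 300 microM ATP (pre-mix). Tris pH7.5 buffer with MgCl2, Triton X-100; 1 h reaction at ambient temperature.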
# ERG Ets-DNA blk: ERG Ets/DNA interaction inhibition | Potency, µM (highest dose often 76.9 µM), for the others: at the top dose FP activity, negative = inhibition, actives largely listed as inhibitors | P11308 | fluorescence polarization, His-ERG Ets domain / labelled DNA | 0.028% of 370,000 active; active means well fitted inhibition curve with a large enough effect in the polarisation, with a control signal flat; inconclusive means small, poorly fitted or top-dose-only effect, or effect the other way, or a change in a side signal; inactive means no such curve, though single readings can be large or run the other way; the % refers to the polarisation;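 further: polarization taken with two DNA probes labelled with fluorescein and Texas red; potency means the concentration at half of the fitted maximal effect; % of control where 0% means no effect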
#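 His-tagged ERG Ets domain (1 uM in the protein solution; 300mM KCl, 50mM Tris-HCl, 1mM EDTA, 1mM DTT, pH 7.5) received compound, then a probe mix of 5 nM fluorescein-DNA and 100nM Texas-615-DNA. Fluorescence polarization was read for both dyes.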
# Active calls of the source: *; i = inactive; ? = inconclusive; · = no result given; [ ] = another dose, or the depositor's remark. Unless noted, the call rests on the fitted dose curve; in most records, active means well fitted curve in the direction sought with a large enough effect; inconclusive means small, poorly fitted or top-dose-only effect, or another doubt; inactive means no such curve, though single readings can be large; an effect the other way counts as inactive or inconclusive.
SMILES,Pin1 inh,G9a block,HP1b chromo inh,GLS inh,JMJD2A Tudor inh,BAZ2B block,PGK inhibitor,PI4K2A block,ERG Ets-DNA blk
COc1ccccc1C1C(C(N)=O)=C(C)Nc2nc(-c3ccc(Cl)cc3)nn21 (centres undefined),-3%,12%,64%[activator],2%,-11%,11%,10%,-1,11%
COc1ccc(-c2c3c(cc(C)[n+]2[O-])oc2ccc(OC)cc23)cc1,-4%,-4%,16%,11%,-9%,-19%,i,3,11%
COc1cccc(-c2c(-c3cc(OC)cc(OC)c3)n(C)c3ccc(-c4cnc(OC)nc4)cc23)c1,1%,11%[0.501 µM],9%,-1%,?,-28%,-1%,6,10%
Cc1cccc(NC(=O)c2cccc(N3C(=O)CCC3=O)c2)c1,2%,14%,30%,-3%,0%,4%,i,-4,-18%
CC1CCN(CCCCOc2ccccc2[N+](=O)[O-])CC1,-18%,?,?,-2%,4.5µM*,?,8%[11.5 µM],-4,·
COc1ccc(-c2nn(-c3ccccc3)cc2CN2CCCO2)c(F)c1,3%,-26%,32%,1%,-26%,-15%,-9%,0,22%
CC(C)(C)C(=O)NC(=S)Nc1ccc(Cc2ccncc2)cc1,-3%,35µM*,-15%,3%,?,-35%,i,6,14%
O=C(Nc1ccc(Cl)cc1)Nc1nnc(CSCc2ccccc2)s1,-3%,-8%[59 µM],32%,2%,2%,5%,1%,1,3%
CCCOC(=O)c1c(NC(=O)c2cnn3c2NC(c2ccccc2)CC3C(F)(F)F)sc2c1CCCC2 (centres undefined),-4%,-6%[59 µM],14%,5%,-15%,-9%,4%,6,7%
CCc1ccccc1NC(=O)CC1Sc2ccc(C(F)(F)F)cc2NC1=O (centres undefined),-3%,5%[59 µM],59%[activator],-4%,11%,-3%,-5%,-9,1%
O=C(NCCCN1CCOCC1)c1ccc(Cl)cc1Cl,1%,3%[59 µM],32%,-7%,6%,-30%,-3%,0,11%
CCOC(=O)C1CCCN(C(=O)Cn2nc(C)c3c(C)n(-c4ccccc4)nc3c2=O)C1 (centres undefined),1%,78%[activator][59 µM],21%,4%,-13%,-19%,7%,-10,0%
CCCCCCN(C(=O)CCl)c1ccccc1,-8%,10%[12.7 µM],61%[activator],2%,15%,-6%,-7%,0,-13%
Cn1c(=O)n(CCc2ccccc2)c(=O)c2c1nc1n2CCN1c1ccc(Cl)cc1,11%,-5%[59 µM],34%,0%,3%,2%,-4%,-3,5%
CCc1ccccc1-n1nnnc1SCC(=O)Nc1cc(C)on1,-1%,?,3%,-6%,-14%,?,-8%,-4,11%
Cc1ccc(S(=O)(=O)N2CCN(C(=O)COC(=O)/C=C/c3cccc(Cl)c3)CC2)c(C)c1,6%,·,24%,-3%,-21%,·,-2%,-1,-10%
COc1ccc(-n2c(C)nnc2SCC(=O)Nc2ccccc2F)cc1,1%,26%,-21%,7%,-15%,-5%,-4%,-2,-4%
Cn1c(CNc2ccccc2)nc2ccccc21,0%,-26%,38%,10%,-17%,-10%,-7%,-1,2%
COc1ccc(CCN(C)CCN2C(=O)c3ccccc3C2=O)cc1OC,-2%,-30%,33%,2%,-7%,-1%,-6%,-3,1%
COc1ccc(-n2c(C)cc(SC)c(C(C)=O)c2=S)cc1,-5%,-37%[12.7 µM],14%,7%,14%,16%,-5%,3,2%
CCC(C)C(NC(=O)c1ccccc1NC(=O)c1ccco1)C(=O)O (centres undefined),-11%,?,27%,4%,-19%,-1%,3%,6,1%
COCCN1CCCC(CNCc2cn(C)nc2-c2ccc(Oc3ccccc3)cc2)C1 (centres undefined),5%,·,18%,11%,-18%,-15%,-1%,0,-6%
CCCCCCCCNc1ncnc2[nH]ncc12,-2%,·,37%[activator],5%,-13%,·,9%,-5,-5%
CCOc1ccc(-c2cn3ccccc3n2)cc1[N+](=O)[O-],6%,4%[59 µM],1%,9%,-16%,-2%,i,-3,-2%
CCOC(=O)c1ccc(NC(=O)CSc2nc(C)c(Cc3ccccc3)c(=O)[nH]2)cc1,2%,-27%[59 µM],26%,7%,-10%,-5%,·,-2,-3%
Cc1ccccc1CS(=O)(=O)CCC(=O)NCCCN1CCN(c2ccccc2F)CC1,-3%,10%[0.501 µM],16%,10%,-17%,-29%,3%,8,-11%
COc1ccc(NC(=O)CSc2n[nH]c(=O)n2C2CC2)cc1OC,2%,-30%[2.33 µM],37%[activator],6%,-13%,4%,-1%,-1,-11%
Cn1c(CNC(=O)CNC(=O)Cc2ccccc2)cc(=O)n(C)c1=O,-9%,22%,24%,-5%,-3%,-18%,-1%,1,1%
O=C1/C(=C/c2cccc([N+](=O)[O-])c2)CSc2ccc(Cl)cc21,6%,·,9%,3%,2%,-14%,-1%,2,-1%
CC(C(=O)Nc1ccc(C(F)(F)F)cc1)N(C)CC(=O)N1CCN(Cc2ccccc2)CC1 (centres undefined),-14%,·,20µM*,4%,0.89µM*,·,10%,-1,-2%
Nc1c(Nc2ccccc2)c2ccccc2oc1=O,?,50µM*,-3%,34%[activator],-34%,?,3%,1,-3%
O=C(Nc1ccccc1N1CCCCC1)c1ccc(Cl)cc1,-4%,82%[activator],72%[activator],-5%,42%[activator],37%,-1%,2,5%
CCCC(C(=O)NC(C)(C)C)N(CC1CCCO1)C(=O)c1snc(C(N)=O)c1N (centres undefined),5%,7%,37%,0%,1%,·,i,-3,-3%
O=C(Cc1ccc2c(c1)OCCO2)N1CCN(S(=O)(=O)c2cccc(Cl)c2Cl)CC1,-2%,?,12%,-3%,-10%,-29%,-6%,-3,-7%
CCOC(=O)N1CCN(C(=O)CSCC(=O)N=c2sc3cc(OC)ccc3n2C)CC1,0%,·,-13%,7%,-10%[11.4 µM],·,8%,0,6%
COc1ccc(C(=O)NC(NC(=O)c2ccc(OC)c(OC)c2)c2ccccc2F)cc1OC,7%,5%,13%,0%,-17%,-6%,0%,1,-6%
CC(=O)Nc1ccc2nc(-c3ccccc3)cn2c1,11%,8%[59 µM],12%,-2%,-11%,-9%,4%,-8,-2%
CCC(C)(C)NC(=O)CN(Cc1ccccc1Cl)C(=O)CCC(=O)Nc1cc(C)ccn1,-5%,·,25%,18%,-13%,-24%,6%,2,1%
O=C(COC(=O)c1ccc(O)cc1O)NCCN1C(=O)CSC1=O,-1%,42%[12.7 µM],10%,-4%,1%,1%,2%,2,-1%
CCOc1ccc(N(CC(N)=O)S(=O)(=O)c2ccc(F)cc2)cc1,-13%,?,22%,-1%,2%,-2%,-10%,7,16%
Cc1ccc2oc(=O)c3cnn(CC(=O)N4CCCCCC4)c3c2c1,-2%,11%,32%,2%,-6%,-5%,-4%,-6,-9%
OC(CN1C2=NCCN2c2ccccc21)c1ccc2c(c1)OCO2 (centres undefined),6%,22%,12%,14%,-8%,9%,5%,3,-8%
O=c1[nH]cnc2c1oc1ccccc12,-3%,-44%,46%[activator],-4%,-2%,5%,-2%,2,-5%
Cc1cc(C(=O)N/N=C/c2cccn2C)n[nH]1,-2%,?,20%,2%,-3%,-27%,-2%,2,1%
Cc1cc(NC(=O)CSc2nnc(C)o2)no1,-10%,·,27%,-1%,-18%,13%,-4%,3,-3%
CCN(Cc1cc2cc(C)ccc2[nH]c1=O)C(=O)c1cccc(OC)c1,6%,2%,25%,-2%,-13%,6%,-9%,3,·
CCOC(=O)c1c(-c2cccs2)csc1N,-9%,50µM*,?,-19%,-35%,-38%,i,0,4%
C#CCOCCOCCOCCNc1nc(N2CCOCC2)nc(N2CCN(C(=O)[C@H](CCCCN)n3cc([C@@H](N)C(C)CC)nn3)CC2)n1 (some centres undefined),-16%,?,36%,0%,-11%,-37%,-2%,-6,-6%
CCN1CCN(c2ccc(S(=O)(=O)N3CCCCC3)cc2NC(=O)Cc2ccc(Cl)c(Cl)c2)CC1,1%,40µM*,-9%,2%,?,?,5%,3,3%
O=C(NC1CC1)c1ccc(Cn2c(SCc3ccc(F)cc3)nc3cccnc32)cc1,-3%,-6%[59 µM],-2%,8%,-21%,4%,0%,-1,-6%
CN(C)c1ccc(-c2cc3ccccc3c(=O)o2)cc1,?,·,139%[activator],15%,16%,·,-10%,-2,-2%
CC1CCCC(C)N1C(=O)COC(=O)c1cc(S(=O)(=O)N2CCOCC2)ccc1Cl (centres undefined),-3%,?,17%,1%,-3%,-6%,3%,3,-6%
COc1ccc(/C(N)=N/OC(=O)CSc2ccc(C)cc2)cc1,3%,331%[activator],230%[activator],-2%,254%[activator],288%[activator],3%,3,-1%
COc1cc(C2=NOC(C(=O)N3CCCCCC3)C2)cc(OC)c1OC (centres undefined),2%,-1%,16%,7%,-3%,-5%,-1%,0,-3%
OCCC1CN(Cc2ccc3cccc(F)c3n2)CCN1Cc1ccccc1 (centres undefined),-2%,17%,35%,-3%,-3%,6%,-11%,4,-19%
COc1ccc(CCNC(=O)C2CCCN(S(=O)(=O)c3ccc4c(c3)oc(=O)n4C)C2)cc1OC (centres undefined),0%,-3%[59 µM],42%[activator],17%,-18%,-8%,2%,1,-5%

# Source: PubChem
